Compound activity from PubChem.
All columns: NCI-60 one-dose screen, growth in % after 48 h at 10 µM unless noted; 100 = growth as untreated, 0 = no growth, -100 = all killed.
HL-60(TB): HL-60(TB) leukemia cells. 78,000 compounds, 9% hits; active = growth percent below 10
* hit, by the source's call; & = joins results of further samples. Some of the compounds tested, so the mix of outcomes need not match the whole.

SMILES | HL-60(TB)
O=C(CN1C(=O)/C(=C\c2ccc(Cl)cc2)SC1=S)Nc1ncc(Cc2ccc(Cl)cc2)s1 | 102
CN1CCN(Cc2ccc(NC(=O)c3cncc(C#Cc4cnc(N)c5ncccc45)c3)cc2C(F)(F)F)CC1 | 13
COc1cc(-c2n/c(=C\c3c(O)[nH]c4cc(Cl)ccc34)cc3c2=Nc2ccccc2-3)cc(OC)c1OC | 90
O=C(Cc1ccccn1)C(F)(F)C(F)(F)C(F)(F)F | 105
O=C1CC2CCCCC2O1 (stereo unspecified) | 117
c1ccc(-c2cn3ccnc3c(-c3ccc4c(c3)ncn4C3CCCCC3)n2)cc1 | 81
Cc1ccc(N2CCN(CC(O)COc3ccccc3C)CC2)cc1 (stereo unspecified) | 73
Fc1cccc(/C=N/Nc2nc(N/N=C/c3cccc(F)c3)nc(N3CCCCC3)n2)c1 | 68
NC1CCN(c2nc(Nc3cccc(C(F)(F)F)c3)c3c(=O)[nH]ccc3n2)CC1 | -61*
CCCCN(CCCC)CCCN=c1nc2c(c(N)n1-c1ccccc1)c(=S)n(-c1ccccc1)c(=S)n2-c1ccccc1 | -75*
C#CCNC(=O)CCC(=O)OC[C@]12CC[C@@H](C)[C@H](C)[C@H]1C1=CC[C@@H]3[C@@]4(C)CCCNC(C)(C)[C@@H]4CC[C@@]3(C)[C@]1(C)CC2 | 72
O=C1NCC(Nc2ccc(Cl)cc2)C(=O)N1 (stereo unspecified) | 87
CC(=O)c1ccc(Br)c2ccccc12 | 99&111
CC(=O)[C@@]1(O)CC[C@H]2[C@@H]3CCC4=CC(=O)CC[C@]4(C)[C@H]3C(=O)C[C@@]21C | 92
ClCCN(CCCl)c1ccc(/C=N/Nc2ncnc3nc[nH]c23)cc1 | 92
C=C(c1ccc(C(=O)NCCCn2ccnc2)cc1)c1cc2c(cc1C)C(C)(C)CCC2(C)C | -47*
CCCCn1c(-c2ccc(-c3nc(-c4ccc5c(c4)OCO5)no3)cc2)nc(-c2ccccc2)c1-c1ccccc1 | 90
CC(C)CN1CC(Br)C(=O)NC1=O (stereo unspecified) | 110&100
CS(=O)(=O)N(c1cc(-c2ccc3ncnc(Nc4cccc(Cl)c4)c3c2)cnc1Cl)S(C)(=O)=O | 8.5*
Cc1cccc2c1S/C(=C/c1ccc(Cl)cc1)C2=O | 97
CCCC(=O)c1cc(O)c(O)c(O)c1 | 103
CCCC(C)OC(=O)/C=C\C(=O)NC(N)=O (stereo unspecified) | 95
Cc1cc2nc(-c3ccccc3)c(-c3ccccc3)nc2cc1C | 48
CCC1(CC)COP(=O)(OCCN2C(=O)C3C4C=CC(C4)C3C2=O)OC1 (stereo unspecified) | 107
COc1cc(C2C=C(c3ccc(Cl)cc3)N=C3SC(C)=CN32)cc(OC)c1OC (stereo unspecified) | 94
C1CCC(OCC2(COC3CCCCO3)CCCO2)OC1 (stereo unspecified) | 93
CC12c3ccccc3C(C)(c3ccccc31)C(NS(=O)(=O)c1ccc(Cl)cc1Cl)C2O (stereo unspecified) | 102
Clc1cccc(/C=N/Nc2nc(N/N=C/c3cccc(Cl)c3Cl)nc(N3CCCCC3)n2)c1Cl | 106
Cc1cc(N=Nc2ccc(-c3ccc(N=Nc4ccc(O)c(C(=O)O)c4)cc3)cc2)c(N)c(N=Nc2ccc(C(=O)O)cc2)c1N | 81
Cc1cc(C)n(CC(=O)Nc2ccc(-c3nc4ccccc4s3)cc2)n1 | 103

Of the compounds above, these contain bromine:
SMILES | HL-60(TB)
CC(=O)c1ccc(Br)c2ccccc12 | 99&111
CC(C)CN1CC(Br)C(=O)NC1=O (stereo unspecified) | 110&100

4 structures out of the list, sorted by length of the SMILES, rising:
SMILES | HL-60(TB)
CC(C)CN1CC(Br)C(=O)NC1=O (stereo unspecified) | 110&100
Clc1cccc(/C=N/Nc2nc(N/N=C/c3cccc(Cl)c3Cl)nc(N3CCCCC3)n2)c1Cl | 106
CS(=O)(=O)N(c1cc(-c2ccc3ncnc(Nc4cccc(Cl)c4)c3c2)cnc1Cl)S(C)(=O)=O | 8.5*
Cc1cc(N=Nc2ccc(-c3ccc(N=Nc4ccc(O)c(C(=O)O)c4)cc3)cc2)c(N)c(N=Nc2ccc(C(=O)O)cc2)c1N | 81

Further compounds.
SMILES | HL-60(TB)
CC(=O)c1ccc(NC(=O)CSc2nnc(-c3ccncc3)n2-c2ccccc2)cc1 | 84
CCOC(=O)c1cnc2ccc(C)cc2c1Nc1cccc(S(N)(=O)=O)c1 | 107
CCCCCCCCN(CCCCCCCC)CC(O)c1ccc(Cl)c(C)c1Cl (stereo unspecified) | 106
CCOC(=O)c1ccc(Nc2ncnc3ccc(NC(=O)c4cccs4)cc23)cc1 | 89
O=c1oc2c(cnc3ccccc32)cc1-c1ccc([N+](=O)[O-])cc1 | 102
COc1ccc2cc(-c3ccc(-c4ccc(C(=N)N)s4)s3)ccc2c1 | 37
C=CC(=O)OCC1CCCO1 (stereo unspecified) | 94
Cc1ccc(S(=O)(=O)NN=C(c2ccc(F)cc2)c2ccc(S(C)(=O)=O)cc2)cc1 | 98
O=c1[nH]nc(-c2ccc(Cl)cc2)cc1Cc1ccc(O)cc1 | 91
CCCC(=O)Nc1cc(C)c(NC(=O)CN(CC)CC)c(C)c1 | 76
CCOC(=O)C(N)Cc1cc(I)c(O)c(I)c1 (stereo unspecified) | 132&100
CC(=O)C(N=Nc1ccc(-c2ccc(N=NC(C(C)=O)C(=O)Nc3ccc(C)cc3C)c(Cl)c2)cc1Cl)C(=O)Nc1ccc(C)cc1C (stereo unspecified) | 111
CC1=CC2N=NN(Cc3cccc(NC(=O)CCC(=O)O)c3)C2C=C1C (stereo unspecified) | 97
CC(C)=CCC/C(C)=C/COc1c2c(cc3occc13)OC1(C=C2)OC(CC/C(C)=C/COc2c3ccoc3cc3oc(=O)ccc23)C(C)(C)O1 (stereo unspecified) | 79
NS(=O)(=O)c1ccc(Nc2nc(Nc3ccccc3)nc3n[nH]c(=O)n23)cc1 | 107
Cc1ccc(S(=O)(=O)OCCN(CCOS(=O)(=O)c2ccc(C)cc2)c2c[nH]c(=O)[nH]c2=O)cc1 | 99
COc1cccc(C(C#N)NCCCNC(C#N)c2cccc(OC)c2OC)c1OC (stereo unspecified) | 125
CCCCN(CCCC)C(C)C(=O)c1ccc2cc(Br)c3ccccc3c2c1 (stereo unspecified) | 115
CC(=O)CSc1nc2sc3c(c2c(=O)n1-c1ccccc1)CCC(C)C3 (stereo unspecified) | 113
Cc1ccc(S(=O)(=O)OCCn2ccc3ccccc3c2=O)cc1 | 107
CCCCCc1ccc(S(=O)(=O)Nc2cc(-c3csc(NC(=O)CN4CCN(C)CC4)n3)ccc2N2CCN(C)CC2)cc1 | -49*
COc1cc(/C=C2\N=C(c3ccccc3)N(c3ccc(S(N)(=O)=O)cc3)C2=O)cc(OC)c1OC | 99
Cc1nc2ccccc2c(=O)n1N | 82&98
O=C(O)c1ccc2c3c(ncnc13)-c1ccccc1C2=O | 85
Cc1cc(=O)oc2c3c(ccc12)OC(N)=C(C#N)C3c1ccccc1 (stereo unspecified) | 98
O=C(O)c1ccc(OCc2ccccc2)cc1 | 103
CCOC(=O)C(/C=N\C(=S)Nc1ccc(Cl)c(Cl)c1)=C(/O)c1ccccc1 | 73
CN(C)CCCc1ccc(Nc2cnn(C)c(=O)c2Cl)cc1 | 81
C[N+]1(CC(=O)c2ccccc2)CCCCC1 | 117
O=C(N1CCC(CN=c2cc3n(-c4ccc(Cl)cc4)c4ccccc4nc-3cc2Nc2ccc(Cl)cc2)CC1)N1CC1 | -73*
COc1ccccc1CNCCCN1C(=O)c2ccc3c4c(ccc(c24)C1=O)C(=O)N(CCCNCCCCN)C3=O | -42*
O=C1C(c2c[nH]c3ccccc23)=C(c2coc3ccc(O)cc23)C(=O)N1O | 104
Cc1cc(=O)oc2cc(OCC(O)CNN3C(=O)c4cccc5c(N6CCCC6)ccc(c45)C3=O)ccc12 (stereo unspecified) | 90
[2H]c1nc(=Nc2cc(NC(=O)C=C)c(N(C)CCN(C)C)cc2OC)[nH]c(-c2cn(C([2H])([2H])[2H])c3ccccc23)c1[2H] | -38*
O=[N+]([O-])c1ccc(CSc2nnc(-c3ccncc3)o2)cc1 | 100
O=C(/C=C/c1cc(=O)c2ccccc2o1)CC(=O)/C=C/c1cc(=O)c2ccccc2o1 | 93
COc1ccc(/C=N/NC(=O)Cc2nc3ncccc3[nH]c2=O)cc1 | 102
CCOP(=S)(OCC)Oc1ccc2c(C)c(Cl)c(=O)oc2c1 | 59&95
CC(C)N1C(=O)/C(=c2\sc3n(c2=O)C2C(NN=3)N(C)C(=O)N2C)c2ccccc21 (stereo unspecified) | 26
COc1cccc(CO)c1OC | 110
CC(=O)Oc1c(Cl)c(Cl)c([N+](=O)[O-])c(Cl)c1Cl | 88
CCCOC(=O)Nc1ccc(OCC)cc1 | 88
CC(=O)Nc1cc2c(c([N+](=O)[O-])c1C)C(C)(C)CC2(C)C | 93
O=C(O)C1CC1 | 104
N#Cc1c(N)nc2c(C#N)c(NC(=O)c3ccccc3)nn2c1-c1ccccc1 | 93

2 entries from above in a different format:
Compound	HL-60(TB)
Cc1ccc(N2CCN(CC(O)COc3ccccc3C)CC2)cc1 (stereo unspecified)	73
Fc1cccc(/C=N/Nc2nc(N/N=C/c3cccc(F)c3)nc(N3CCCCC3)n2)c1	68

Further structures.
SMILES | HL-60(TB)
CCOC(=O)C(Br)C(Br)c1ccccc1 (stereo unspecified) | 93
COc1ccc2c(c1)CCC1(C)CC(=O)C(Br)=C21 (stereo unspecified) | 137
CCCCNC(=O)OCc1cc(=O)c(O)co1 | 99
Clc1ccc(Sc2ccccc2)cc1 | 128
C=C1C(=O)O[C@H]2[C@H]1CC/C(COC(=O)NCCc1c[nH]c3ccc(OC)cc13)=C\CC[C@@]1(C)O[C@@H]21 | -43*
O=C1CNC(c2ccccc2[N+](=O)[O-])N1O (stereo unspecified) | 95
COC(=O)[C@@]12OC[C@]34[C@H]([C@@H](O)[C@@H]1O)[C@@]1(C)[C@H](O)C(=O)C=C(C)[C@@H]1C[C@H]3OC(=O)C(OC(C)=O)[C@@H]24 (stereo partly specified) | -59*
Cc1ccc(S(=O)(=O)Nc2c(C)cc([N+](=O)[O-])cc2C)cc1 | 86
CCOP(=O)(CCCOc1cc2c(cc1OC)C(=O)N1CCC[C@H]1C=N2)OCC | 125
CN(C)C(=S)NN=C(c1ccccn1)c1ccccn1 | -28*
Cc1[nH]c2ccccc2c1C1Cc2ccccc2N1 (stereo unspecified) | 98
COc1ccc(-c2nnc(CSc3nc(-c4ccc(Cl)cc4)c(C#N)c(=O)[nH]3)o2)cc1 | 74
CN1CCN(CC#CCOC(=O)CNC(=O)[C@]2(C)CC[C@]3(C)CC[C@]4(C)C(=CC(=O)[C@@H]5[C@@]6(C)CCC(=O)C(C)(C)[C@@H]6CC[C@]54C)[C@@H]3C2)CC1 | 95
O=c1oc2c(C(F)(F)F)cccc2cc1-c1csc(Nc2ccc(OCCF)cc2)n1 | -1.1*
CCCCCCCCCCCCCCCCCC1=CCCN1C(=S)Nc1ccccc1 | 75
CC1=NOCC(=O)N1 | 104
COc1ccc(C2CC(c3c(C)oc4c(OC)c5occc5c(OC)c4c3=O)=NN2c2ccccc2)cc1OC (stereo unspecified) | 87
O=S(=O)(Nc1ccc(-n2cnc3cc(-c4ccc(O)cc4)ccc32)cc1)c1ccccc1 | 79
Cc1cc(Nc2nc(OCCCN(C)C)nc3ccccc23)n[nH]1 | 115
Cc1cc(=O)c2c(C)ccc(C)c2[nH]1 | 97
Cc1ccc(-c2nc(NS(=O)(=O)c3ccc(C)cc3)nc(Cl)c2C#N)cc1 | 75
CC(C)(C)c1ccc(O)c(Cl)c1 | 99
CC(C)COC(=O)c1ccccc1C(=O)OC1CCCCC1 | 102
CCOC(=O)c1cc(C(=O)c2ccc(OC)c(OC)c2)n2c1ccc1ccccc12 | 100
Cc1cc2c(C(C)C)c(O)c(O)c(C=NCCCCCC(=O)O)c2c(O)c1-c1c(C)cc2c(C(C)C)c(O)c(O)c(C=NCCCCCC(=O)O)c2c1O | 92
COc1ccccc1C(c1ccccc1)C(c1ccccc1)(c1ccccc1)c1ccccc1 (stereo unspecified) | 108
O=C1C(Cl)=C(Nc2ccc(Nc3ccccc3)c(NC3=C(Cl)C(=O)c4ccccc4C3=O)c2)C(=O)c2ccccc21 | 62
CCOC(=O)[C@@]12CCCC=C1N1c3ccccc3-c3ccnn3[C@@H]1CC2 | 91
Cc1ccc2c(n1)C(=O)C(Br)=C(c1ccc(Cl)cc1)C2=O | 94
CC[C@@H](CC[C@@H](C)[C@H]1CC[C@H]2[C@@H]3CC=C4CC(O)CC[C@]4(C)[C@H]3CC[C@]12C)C(C)C (stereo partly specified) | 97
CCN(CC)CCOC(=O)C(C1CCCCC1)C1(O)CCCCCC1 (stereo unspecified) | 86
CCOCc1cc(=O)[nH]c(SC)n1 | 108
CCOC(=O)c1c(C)nn(CC(O)c2ccccc2)c1NC(=O)Nc1ccc(F)cc1 (stereo unspecified) | 86

Individual results from the results shown.
Entry for CCOCc1cc(=O)[nH]c(SC)n1 in HL-60(TB): 108
Entry for CCOC(=O)[C@@]12CCCC=C1N1c3ccccc3-c3ccnn3[C@@H]1CC2 in HL-60(TB): 91
Entry for Cc1cc(Nc2nc(OCCCN(C)C)nc3ccccc23)n[nH]1 in HL-60(TB): 115
Entry for CC(C)(C)c1ccc(O)c(Cl)c1 in HL-60(TB): 99
Entry for CCOC(=O)c1cc(C(=O)c2ccc(OC)c(OC)c2)n2c1ccc1ccccc12 in HL-60(TB): 100
Entry for Cc1cc2c(C(C)C)c(O)c(O)c(C=NCCCCCC(=O)O)c2c(O)c1-c1c(C)cc2c(C(C)C)c(O)c(O)c(C=NCCCCCC(=O)O)c2c1O in HL-60(TB): 92
Entry for COc1ccc(C2CC(c3c(C)oc4c(OC)c5occc5c(OC)c4c3=O)=NN2c2ccccc2)cc1OC (stereo unspecified) in HL-60(TB): 87
